High-throughput results: PubChem BioAssay, several laboratories
bovine MsrA act: activators of bovine methionine sulfoxide reductase A; purified bovine MsrA, absorbance read-out; activation, % at 10.6 µM; 360,000 tested, 0.3% active; in the data active = activation above about 7.5%;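 note: 0% = vehicle and 100% = reference activator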
E coli Lon inh: E. coli protease La inhibition | P0A9M0 | purified E. coli Lon protease, fluorescence polarization | inhibition, % at 7.94 µM | 360,000 tested, 0.42% active; in the data active = inhibition above about 13%, passing the limit was not always enough;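 note: 0% = enzyme with probe and DMSO and 100% = no enzyme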
MLLE-PAM2 inh: blocks PAM2 peptide binding to the PABP1 MLLE domain. GST-MLLE / FITC-PAM2 fluorescence polarization. 360,000 tested, 0.36% active. P11940. AID 588489. inhibition, % at 20 µM; in the data active = inhibition above about 35%, passing the limit was not always enough;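 note: plate controls were DMSO wells with GST-MLLE for no effect and wells lacking GST-MLLE protein for full effect; some results filed as inactive read as strong as hits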
FAS-TE inh: FAS thioesterase (human) inhibition; P49327; recombinant FAS-TE, OMFH fluorogenic substrate, fluorescence endpoint; 360,000 tested, 0.67% active; inhibition, % at 15 µM;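 active = compounds whose normalised, plate-corrected inhibition of enzyme fluorescence in the single-dose primary screen is 50% or more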;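 note: 0% = DMSO with enzyme and 100% = substrate without enzyme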
SKN-1 inh: blocks SKN-1 activity in C. elegans; inhibition, % at 21.8 µM; C. elegans VP596 Pgst-4::GFP/RFP ratio, acrylamide-induced, 24 h; 360,000 tested, 0.49% active;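 active = interference check ratio from 0.5 to 1.5 plus GFP to RFP signal ratio inhibition reaching or exceeding a fixed threshold, cut at about 30% in these data, passing the limit was not always enough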; note: some compounds called inactive have numbers as strong as hits
Tb MetRS inh: blocks T. brucei methionyl-tRNA synthetase activity; purified T. brucei MetRS, ATP depletion, Kinase-Glo luminescence; inhibition, % at 11.9 µM; 360,000 tested, 0.4% active;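 active = inhibition above a per-plate cutoff of the control wells' mean inhibition plus 3 SD, cut at about 5.5% in these data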;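 note: 0% = DMSO wells median and 100% = median of wells with control inhibitor compound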
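technique = Kinase-Glo luminescence, ATP depletion format | system = purified MetRS (methionyl-tRNA synthetase) enzyme from Trypanosoma brucei | timing = 15 min preincubation, 2 h reaction, all 25 °C | evaluation = percent inhibition versus plate control medians | dosing = single dose, 11.9 µM final nominal, 0.9% final DMSO | also added = substrates ATP, L-methionine and bulk Escherichia coli tRNA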
MT1-MMP act inh: blocks activation of human MT1-MMP | P50281 | 360,000 tested, 0.061% active | GFP/RFP ratio change, % at 20 µM | HT1080 RFP-PRO-GFP cells, GFP/RFP ratio fluorescence, overnight; percent of plate control window, DMSO zero;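 active = GFP/RFP ratio change of at least 30% with cell ATP level not reduced by more than half and red fluorescence within 50% of control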; note: strong numbers were not always called active
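Material – HT1080 RFP-PRO-GFP cells · Control set – DMSO wells and RFP-L50D-GFP cells · Incubation – overnight cell settling, then overnight compound exposure, 37 °C, 5% CO2 · Compound dosing – single-point 20 µM compound, 1% DMSO · Read-out – GFP/RFP fluorescence ratio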
CendR NRP1 mod: NRP-1/CendR interaction modulation; O14786; FAM-RPARPAR peptide binding to NRP-1, fluorescence polarization; inhibition, % at 25 µM; 360,000 tested, 0.85% active; AID 602438;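 active = inhibition or corrected inhibition above about 18%, plus a signal ratio from 0.5 to 1.5, limit read from the data, passing the limit was not always enough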; note: strong numbers were not always called active
MsrA inh: inhibits bovine methionine sulfoxide reductase A; purified bovine MsrA, absorbance read-out; inhibition, % at 15.5 µM; 360,000 tested, 0.75% active; in the data active = inhibition above about 4.5%;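 note: 0% = vehicle wells with enzyme and 100% = reference inhibitor wells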
An asterisk follows results filed as active; · = no result given. Rows are unselected, and some 4% of all compounds hit somewhere here.

SMILES	bovine MsrA act	E coli Lon inh	MLLE-PAM2 inh	FAS-TE inh	SKN-1 inh	Tb MetRS inh	MT1-MMP act inh	CendR NRP1 mod	MsrA inh
COC(=O)C(CCSC)NC(=O)c1cn(-c2ccc(OC)cc2)c(=O)c2ccccc12 (stereo unspecified)	-2	1	26	-2	-16	-0.4	-3	6	-0.8
Cc1ccccc1NC(=O)c1cccc(N2C(=O)C3CCCCC3C2=O)c1 (stereo unspecified)	0	3	1	-4	10	-0.7	-3	10	-0.8
Cc1cc(C(=O)NC(=S)Nc2ccccc2N2CCOCC2)ccc1[N+](=O)[O-]	-4	-6	25	20	4	-0.5	-3	-2	1.8
CCC(CC)N1CCN(C(=O)c2cc(OC)c(OC)c(OC)c2)CC1	-5	-2	-3	-5	-3	-0.7	-2	1	0.7
CCN(CC)c1ccc(N/C(N)=N/c2nc(C(F)(F)F)cc(=O)[nH]2)cc1	0	0	-5	-6	4	0.0	-10	-4	1.2
C=CCn1c(-c2cccc(Cl)c2)n[nH]c1=S	0	-13	-9	-5	-5	-0.8	3	0	-0.4
COc1ccc(C2CC(c3ccccc3OC(=O)/C=C/c3ccccc3)=NN2C(C)=O)cc1 (stereo unspecified)	-4	-4	2	29	5	0.0	-2	8	0.3
CCN(CC)CCNC(=O)/C(=C/c1cn(C)c2ccccc12)NC(=O)c1ccc(OC)c(OC)c1	-3	-9	7	-2	-2	0.9	1	-8	1.4
Cc1ccc(NC(=O)CSc2ncn[nH]2)cc1S(=O)(=O)N1CCOCC1	-1	-2	-2	-16	0	-0.1	7	-13	0.2
COc1ccc(CCNC(=O)CC(NS(=O)(=O)c2ccc(NC(C)=O)cc2)C(C)C)cc1OC (stereo unspecified)	0	4	-16	-3	-6	0.1	3	-8	-1.2
CC(NC(=O)c1cc(S(=O)(=O)N2CCOCC2)ccc1N1CCCC1)c1ccc(Cl)c(Cl)c1 (stereo unspecified)	-2	-13	-3	36	6	-0.2	-4	6	1.2
CCC1CCCCN1C(=O)Cn1c(C(=O)OC)cc2sc(Cl)cc21 (stereo unspecified)	-2	-11	-11	-1	26	-0.7	-4	5	0.6

One compound at a time, from the list above. Order of values: bovine MsrA act | E coli Lon inh | MLLE-PAM2 inh | FAS-TE inh | SKN-1 inh | Tb MetRS inh | MT1-MMP act inh | CendR NRP1 mod | MsrA inh
Record of `CC(NC(=O)c1cc(S(=O)(=O)N2CCOCC2)ccc1N1CCCC1)c1ccc(Cl)c(Cl)c1` (stereo unspecified) → -2 | -13 | -3 | 36 | 6 | -0.2 | -4 | 6 | 1.2
Record of `COc1ccc(CCNC(=O)CC(NS(=O)(=O)c2ccc(NC(C)=O)cc2)C(C)C)cc1OC` (stereo unspecified) → 0 | 4 | -16 | -3 | -6 | 0.1 | 3 | -8 | -1.2

Next part:
SMILES	bovine MsrA act	E coli Lon inh	MLLE-PAM2 inh	FAS-TE inh	SKN-1 inh	Tb MetRS inh	MT1-MMP act inh	CendR NRP1 mod	MsrA inh
CC(C)N1CC2=C(C1=O)C(c1ccc(O)cc1)NC(=O)N2C (stereo unspecified)	-2	11	7	-3	-4	0.1	-1	8	1.4
COc1cc(C=NNc2ccccc2[N+](=O)[O-])cc(OC)c1OC	-5	-2	-7	0	13	-0.2	15	15	-1.7
O=C(CSc1nncs1)Nc1ccc(N2CCCCC2)cc1	-2	-1	-3	-5	0	-0.1	5	-2	-1.1
CS(=O)(=NS(=O)(=O)c1ccc(Cl)cc1)c1ccccc1 (stereo unspecified)	-2	1	0	-3	-8	0.7	-3	4	0.2
O=C(NCC1CC1)c1ccc(-n2ccnc2)c2ccoc12	-2	-12	13	-10	6	-0.1	0	-6	0.4
CC(=O)Nc1ccc(NC(=O)C2CCCN2S(=O)(=O)c2cccc3nsnc23)cc1 (stereo unspecified)	3	0	6	-2	-5	-0.7	1	-9	0.6
CCOc1ccccc1Nc1ncnc2ccccc12	-4	-3	2	-4	-3	-0.7	0	-3	2.1
CCN1CCN(CCCNC(=O)CN2C(=O)c3cccnc3Oc3ccc(Cl)cc32)CC1	-7	7	-8	-10	-12	-0.9	-3	2	0.7
NC(=O)c1ccccc1-c1nc(-c2ccccc2)no1	-2	0	16	-8	24	0.2	-1	4	1.4
Cc1cccc(N2CCN(S(=O)(=O)c3c(C)nc4scc(C)n4c3=O)CC2)c1C	-6	6	-2	37	3	-0.4	5	3	1.3
CC(C)C(NS(=O)(=O)c1cccc2nsnc12)C(=O)NC1CCCCC1C (stereo unspecified)	-11	-5	-3	-3	-5	-1.2	-3	-10	·
Cc1ccc(C(=O)N2CCCC(Nc3cccc(F)c3)C2)cc1N1CCNC1=O (stereo unspecified)	-6	8	-1	-5	5	-0.5	2	4	0.6

Some entries already given, reduced to CendR NRP1 mod.
structure | CendR NRP1 mod
CCN1CCN(CCCNC(=O)CN2C(=O)c3cccnc3Oc3ccc(Cl)cc32)CC1 | 2
NC(=O)c1ccccc1-c1nc(-c2ccccc2)no1 | 4

Next section
SMILES	bovine MsrA act	E coli Lon inh	MLLE-PAM2 inh	FAS-TE inh	SKN-1 inh	Tb MetRS inh	MT1-MMP act inh	CendR NRP1 mod	MsrA inh
COc1ccc(OC(=O)c2ccncc2)cc1	0	6	5	-4	-2	-0.7	-3	6	0.7
CC1(C)CC(NC(=O)c2ccc(Cl)c(Cl)c2)CC(C)(C)N1	-4	-2	-2	-2	3	-0.6	2	6	0.9
CO/N=C/c1ccc(N2CCN(C(=O)c3ccc(F)cc3)CC2)c([N+](=O)[O-])c1	-5	0	17	10	-15	0.0	8	-7	0.4
CCOc1ccc(OCC)c(NC(=O)CSc2nnc(C3CC3)n2CC)c1	-8	7	1	-2	-7	-0.8	-3	-9	0.0
O=C(N[C@@H](Cc1ccccc1)C(=O)OCc1ccccc1)c1nc[nH]c1C(=O)N1CCc2ccccc2C1	-7	8	-12	16	-4	-0.2	0	6	-0.2
Cc1ccc(C)c(NC(=S)NC23CN4CN(CN(C4)C2)C3)c1	-4	5	2	-8	4	0.0	-1	12	1.0
O=C1N=C(N2CCOCC2)S/C1=C\c1cccs1	-5	-7	2	-6	-4	-0.6	-1	7	4.5
CCCCCCCN1C2=NCCCN2c2ccccc21	-1	0	9	-3	-1	1.2	-4	4	0.2
CSc1nnnn1-c1ccc(Cl)cc1	-1	-6	16	-7	0	0.6	0	3	0.2
CCOCCCn1c(=S)[nH]c2cc(C(=O)NC3CCCC(C)C3C)ccc2c1=O (stereo unspecified)	-3	1	-42	-1	-14	-0.5	4	-1	-0.5
O=C(NN=C1CCCC1)c1ccc(O)cc1O	-2	-1	5	-6	10	0.4	-2	-7	1.9
CCOc1ccccc1C(=O)NCC(=O)NCC(C)(C)N1CCOCC1	-6	14	8	-8	3	-0.2	6	1	0.2
O=C(CNC(=O)c1cc(Cl)cc([N+](=O)[O-])c1)NC1CC1	-2	-11	14	-6	14	0.2	1	13	-0.4
COc1ccc(C2c3ccsc3CCN2C(C)=O)cc1 (stereo unspecified)	-2	-1	-4	-1	1	-0.4	-4	2	0.3
O=S(=O)(Nc1ccc(-c2ccc(NS(=O)(=O)c3ccccc3)cc2)cc1)c1ccccc1	-10	-5	-6	16	-5	-0.5	-5	14	0.2
CCNc1nc(NCC)n2c(SCC(=O)Nc3ccccc3)nnc2n1	-3	-13	11	0	2	0.5	-5	8	2.6
COc1ccc2c(C(=O)CN(C)C3CCCCC3)c[nH]c2c1	0	1	-16	-3	-5	-0.6	-4	-10	-0.3
COc1ccc(OC)c(NC(=O)CCNS(=O)(=O)c2ccc3[nH]c(=O)oc3c2)c1	-2	-12	-13	-6	10	0.4	-3	8	-1.3
Cc1ccc2cc(CCNC(=O)c3ccc4c(c3)OCO4)c(=O)[nH]c2c1C	-2	1	-6	3	-4	-0.5	-1	-2	0.8
OCCN1CCN(CC(O)C(F)(F)F)CC1 (stereo unspecified)	-3	7	16	-2	5	-0.6	2	2	1.7
COc1ccc(OC)c(C2=NOC(C(=O)N3CCN(c4ccccc4)CC3)C2)c1 (stereo unspecified)	-2	-9	8	10	-2	0.1	4	-10	0.8
Cc1cccc(CS(=O)(=O)c2cn(CC(=O)N3CCOCC3)c3ccccc23)c1	-1	-1	-17	-4	15	-0.9	·	4	-1.2
Oc1cc(O)cc(/C=C/c2ccc(O)c(O)c2)c1	-5	16	-8	1	17	-0.8	0	4	1.6
COc1ccccc1OCCNC(=O)c1cccc(S(=O)(=O)N2CC(C)OC(C)C2)c1 (stereo unspecified)	-2	-9	-13	6	7	0.6	2	-2	-0.5
CCCNC(=O)c1ccc(N2CCC3(CC2)CC(c2ccccc2)=NO3)c(NC(=O)c2ccco2)c1	-1	-6	1	22	-10	0.1	-3	14	0.8
O=Nc1ccc(NOC(=O)c2ccccc2)cc1	-5	-20	-4	-44	2	-0.9	3	-32	2.8
Cc1cccc(C)c1-n1cccc1/C=C1\SC(=S)N(c2cccc(C(=O)O)c2)C1=O	-3	-17	-11	-6	3	0.5	1	-64	0.6
CSc1ccccc1NC(=O)COc1ccc(Cl)cc1C	-2	-3	-3	32	26	0.0	-1	-7	0.6
COc1cc(CN2CCCC(C(=O)c3ccccc3SC)C2)cc(OC)c1 (stereo unspecified)	-2	-4	4	12	10	0.7	1	13	0.0
COc1ccc(-c2cn(CCO)nc2-c2ccc(OC)cc2)cc1	2	-3	3	-1	21	0.1	-1	1	-1.0
NCCCNC(=S)NCCCN(Cc1ccc(Cl)cc1)c1ccc(Br)cn1	2	-7	3	-33	-4	-0.5	0	-3	-0.1
O=S(=O)(c1cccc(C(F)(F)F)c1)N1CCC(c2cc(-c3cccc4ccccc34)n[nH]2)CC1	-4	-10	-6	9	-2	-0.5	2	7	1.2
COc1ccccc1COC(=O)c1cccc(S(=O)(=O)N2CCCC2)c1	0	-7	-3	21	3	-0.4	-2	8	-0.9
O=C(C1CCC(CNc2c(N3CCCCC3)c(=O)c2=O)CC1)N1CCCCC1 (stereo unspecified)	-1	16	1	-4	-14	-0.5	-2	-2	0.0
O=C(CCC1CCCCC1)NNC(=O)c1cnccn1	-4	-6	-4	-6	8	-0.8	2	-8	0.5
Cc1c(C(=O)N2CCCCC2)c(S(=O)(=O)N(C)Cc2ccco2)c(C)n1C	-2	-4	-11	-6	-13	0.1	3	6	1.7
CCCc1cc(=O)oc2c(CN3CCOCC3)c(O)ccc12	-1	5	1	-6	12	0.0	5	-4	2.2
CCOc1ccc(NC(=O)NCc2ccco2)cc1	2	-3	0	-9	-2	-0.3	-4	-7	1.0
C=CCN(c1ccccc1)S(=O)(=O)c1cccc2cccnc12	0	-2	6	8	1	-0.2	1	13	-0.6
COc1ccc(-c2coc3c(CN4CCCCC4C)c(O)ccc3c2=O)cc1 (stereo unspecified)	-1	-8	2	-5	7	-0.6	-3	5	1.7
CN(CC(=O)Nc1ccc(F)c(F)c1F)C(=O)Cn1cnc2c1c(=O)n(C)c(=O)n2C	-8	-14	11	-3	-28	-0.2	-2	3	1.3
Nc1nc(Cl)nc2c1ncn2C1CC(O)C(CO)O1 (stereo unspecified)	-8	-9	9	-11	9	-1.2	-13	-6	-1.5
Cc1ccc2nc(SCCCCOc3ccccc3)[nH]c2c1	1	9	-10	18	2	3.2	6	-6	·
O=C(COC(=O)c1cccc([N+](=O)[O-])c1)NNC(=O)c1cccs1	0	-6	3	-4	9	-0.2	-3	-6	-0.2
Cc1cc(C)n2nc(S(=O)(=O)NCCc3ccccc3)nc2n1	-9	3	0	-4	7	2.3	0	-12	0.9
CC(C)OC(=O)/C(C#N)=C/c1c[nH]c2ccccc12	-1	12	-1	-23	17	-0.1	2	5	0.2
